B2AR arrestin ag: agonists recruiting beta-arrestin to human beta2-adrenergic receptor; 44,000 tested, under 10 active; P07550; Potency, µM (top dose mostly 46.1 µM), without a hit: top-dose activation, usual class: activators; HTLA Tango cells, beta-arrestin recruitment, luciferase luminescence, 18 h;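 note: potency is the fitted concentration of half-maximal effect; 0% = DMSO and full agonism = EC100 isoproterenol or metaproterenol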
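Receptor–beta-arrestin recruitment read by tTA-responsive luciferase: compound titrations (up to 46 µM) incubated 18 h with Tango cells, then luminescent substrate 15 min at room temperature. Concentration-response fits classified by r2, efficacy and activity.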
p53null 39C kill: kills p53 null cells at the nonpermissive temperature | H1299 p53-null (neo) cells, 39C, ATPlite viability, 24 h | Potency, µM (series often up to 46.1 µM), without a hit: at the top dose activity, negative = cell killing, hits mostly cytotoxic | 55,000 compounds, 0.97% hits;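 note: potency is the fitted concentration of half-maximal effect; 0% = DMSO only and -100% = full killing by 100 µM tamoxifen; nearly all actives have a fitted effect of over 50% in size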
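Temperature-shift cytotoxicity format: compound titrations on p53-null or A138V-expressing H1299 cells held 24 hr at 39C, cell ATP then measured, AC50 from Hill model.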
NTMT1 inh: blocks human N-terminal methyltransferase 1 activity. NTMT1 MTase-Glo SAH luminescence, purified enzyme. 59,000 compounds, 2.5% hits. Potency, µM (top dose mostly 114 µM), for the others: at the highest dose activity change, negative = inhibition, hits mostly inhibitors. AID 1645870. Q9BV86;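 note: potency is the fitted concentration of half-maximal effect; plate controls were DMSO vehicle for no effect and no enzyme for full effect; nearly all actives have a fitted effect of over 65% in size; many of its hits are not listed in these tables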
Target sequence (Q9BV86 whole entry, looked up): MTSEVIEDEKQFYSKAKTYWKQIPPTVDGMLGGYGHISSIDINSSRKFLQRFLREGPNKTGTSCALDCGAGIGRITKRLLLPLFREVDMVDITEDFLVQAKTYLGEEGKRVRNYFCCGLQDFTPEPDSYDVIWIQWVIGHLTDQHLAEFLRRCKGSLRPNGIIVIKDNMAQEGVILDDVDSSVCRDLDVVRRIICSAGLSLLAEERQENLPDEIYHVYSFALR
p53null 32C tox: p53 null cell cytotoxicity, permissive temperature. H1299-neo p53 null cells, ATP luminescence, 24 h, 32C. Potency, µM (titrated, usually from 46.1 µM), inactives show at the top dose activity change, negative = cytotoxicity, most hits filed as cytotoxic. 55,000 compounds, 0.62% hits. AID 903;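 note: potency is the fitted concentration of half-maximal effect; 0% = DMSO only and -100% = full killing by 100 µM tamoxifen; nearly all actives have a fitted effect of over 55% in size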
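Cells lacking p53 (H1299-neo) are plated at 600 per well and allowed to settle overnight at 37C. Test compounds (up to 46 uM) are added and held 24 hours at 32C, then ATP is quantified by luminescence.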
PTAP-TSG101 blk: TSG101-PTAP interaction inhibition, HIV-1 budding; Q99816; Fluorescence polarization, FITC-PTAP peptide/Tsg101, 20 min; Potency, µM (doses to about 115 µM), for the others: at the highest dose activity change, negative = inhibition, hits mostly inhibitors; 44,000 tested, under 10 active; AID 1347069; note: potency is the fitted concentration of half-maximal effect; 0% is about no effect
Target sequence (Q99816 whole entry, looked up): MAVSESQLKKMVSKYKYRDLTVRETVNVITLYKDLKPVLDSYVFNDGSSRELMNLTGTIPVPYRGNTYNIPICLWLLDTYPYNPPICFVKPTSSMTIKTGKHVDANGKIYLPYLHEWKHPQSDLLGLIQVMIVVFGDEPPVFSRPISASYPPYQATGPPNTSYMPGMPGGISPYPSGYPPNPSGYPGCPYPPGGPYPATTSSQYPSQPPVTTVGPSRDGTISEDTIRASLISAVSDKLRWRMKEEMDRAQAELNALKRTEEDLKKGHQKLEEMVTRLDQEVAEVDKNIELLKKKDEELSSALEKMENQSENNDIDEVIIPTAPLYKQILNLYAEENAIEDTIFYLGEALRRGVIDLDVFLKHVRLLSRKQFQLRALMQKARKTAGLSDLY
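Steps: Tsg101 binding domain (10 uM final) in HEPES pH 7.5/NaCl/Tween 20/EDTA/TCEP; add compound; add FITC-PTAP peptide (50 nM final); incubate 20 min r.t.; read polarization.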
GALK inhibitor: GALK (human) enzyme inhibition | recombinant GALK, Kinase-Glo ATP luminescence, 1 h | Potency, µM (titrated, usually from 57.5 µM), for the others: at the top dose activity, negative = inhibition, most hits filed as inhibitors | 44,000 tested, under 10 active | AID 1347072;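 note: plate controls were full GALK reaction for no effect and reaction lacking GALK for full effect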
Target sequence (P51570 whole entry, looked up): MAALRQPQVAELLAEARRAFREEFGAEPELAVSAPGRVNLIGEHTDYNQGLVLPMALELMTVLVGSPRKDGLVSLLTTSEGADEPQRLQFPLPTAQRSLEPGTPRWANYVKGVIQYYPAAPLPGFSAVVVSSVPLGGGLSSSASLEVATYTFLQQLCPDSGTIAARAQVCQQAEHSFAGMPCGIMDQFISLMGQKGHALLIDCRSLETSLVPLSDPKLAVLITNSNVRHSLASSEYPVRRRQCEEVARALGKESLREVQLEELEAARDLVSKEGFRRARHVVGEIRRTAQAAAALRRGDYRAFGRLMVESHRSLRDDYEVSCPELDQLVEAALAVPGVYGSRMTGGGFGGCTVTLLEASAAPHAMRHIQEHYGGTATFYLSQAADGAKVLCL
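Reactions with and without enzyme served as controls. GALK at 5 nM phosphorylates 100 uM galactose using 35 uM ATP (HEPES pH 8.0, Mg2+) for 1 h at RT, with luminescence read 10 min after adding Kinase-Glo Plus.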
FH mod: Identification of activators of human fumarate hydratase by quantitative high-throughput screening | FH coupled MDH/diaphorase resazurin fluorescence, 15 min | Fumarate hydratase, mitochondrial (Homo sapiens), P07954 | Potency, µM (series often up to 79.9 µM), without a hit: at the highest dose activity change, negative = inhibition, actives largely listed as inhibitors | AID 1347055, 2019 | 54,000 compounds, 0.22% hits; note: potency is the fitted concentration of half-maximal effect; % is set by controls: 0 for no effect and ±100 for the full control effect; the screen sought activators but most active calls are inhibition curves; nearly all actives have a fitted effect of over 45% in size
* = called active by the depositor; u = inconclusive; x = no result given; [ ] = another dose, or the depositor's remark. Calls come from the whole dose curve; as a rule, active = well fitted curve in the direction sought with a large enough effect; inconclusive = small, poorly fitted or top-dose-only effect, or another doubt; inactive = no such curve, though single readings can be large; an effect the other way counts as inactive or inconclusive. An excerpt; rates above refer to the full screens.

SMILES	B2AR arrestin ag	p53null 39C kill	NTMT1 inh	p53null 32C tox	PTAP-TSG101 blk	GALK inhibitor	FH mod
COC(=O)c1sccc1S(=O)(=O)N(CC(=O)NCc1ccccc1)c1ccc(C)cc1	0%	18%	2%	3%	1%	0%	-11%
Cc1ccc(NC(=O)CCNS(=O)(=O)c2ccc(Br)s2)cc1	-2%	-7%	0%	-1%	1%	6%	-21%
O=C(Nc1nc(-c2ccccc2)ns1)c1ccc(Cl)cc1	1%	24%	2%	-4%	-2%	0%	3%
Cc1cccc(C)c1NC(=O)Cn1c(=O)n(Cc2ccccc2)c(=O)c2c(C)c(C(=O)N(C)C)sc21	-2%	-11%	5%	5%	1%	0%	-2%
COc1ccc2c(Sc3ccc(C)cc3)c(C(=O)NCCc3ccccc3)[nH]c2c1	-2%	17%	4%	-14%	2%	0%	11%
Cc1cccc(C)c1NC(=O)c1nc(S(C)(=O)=O)ncc1N(Cc1ccc(C(C)(C)C)cc1)Cc1ccco1	-2%	18%	0%	-5%	-9%	-11%	u
COc1ccccc1CNC(=O)c1ccc(CS(=O)c2ccccc2Cl)o1 (stereo not drawn)	0%	-22%	-8%	-13%	-4%	-9%	-11%
CCOc1ccc(-c2nnc(SCC(=O)Nc3cccc(OC)c3)nc2-c2ccc(OCC)cc2)cc1	0%	15%	7%	5%	-1%	1%	-29%
Cc1ccc(NS(=O)(=O)c2ccc3[nH]c4c(c3c2)CCCCCC4)cc1Cl	0%	15%	-3%	61%[activator]	-1%	0%	u
O=C(Cn1c2ncccc2c(=O)n1-c1ccccc1)NCc1ccccc1Cl	0%	-25%	-4%	-2%	2%	-1%	11%
Cc1ccc(C)c(NC(=O)Cn2c(=O)n(CC(=O)NCCc3ccccc3)c(=O)c3ccccc32)c1	0%	-12%	-5%	-5%	0%	-6%	-5%
COc1ccc2nc(NC(=O)c3cc(=O)c4cc(C)c(C)cc4o3)sc2c1	0%	-5%	0%	9%	-1%	-9%	4%
COC(=O)C(CCSC)NC(=O)c1cc2c(n(-c3ccc(OC)cc3)c1=O)CC(C)(C)CC2=O (stereo not drawn)	-1%	-5%	-1%	2%	-1%	0%	-3%
COc1cccc(NC(=O)CSc2nc(=O)n(Cc3cccnc3)c3c2CCC3)c1	-2%	25%	7%	-7%	0%	-2%	-4%
COc1ccc(-c2cc(C(F)(F)F)nc(SCCC(=O)Nc3ccc(F)cc3F)n2)cc1	0%	-26%	2%	-8%	3%	1%	-2%
O=S(=O)(NCC(c1ccccc1)N1CCc2ccccc21)c1ccc(Cl)cc1 (stereo not drawn)	-4%	u	7%	47%[activator]	-5%	2%	-28%
COc1cc(C(=O)N(Cc2ccc(C(C)C)cc2)C2CCS(=O)(=O)C2)cc(OC)c1OC (stereo not drawn)	0%	-11%	8%	2%	-5%	0%	8%
CCCCNC(=O)C1CCCN(c2nnc(C)c3c(C)n(-c4ccc(Cl)cc4)nc23)C1 (stereo not drawn)	0%	6%	2%	4%	-7%	2%	u
O=C(Nc1ccc(F)cc1Cl)C1CCN(c2ncnc3c2nc2n3CCCCC2)CC1	-1%	-1%	15%	0%	-3%	3%	-11%
CC(=O)Nc1cccc(NC(=O)Cn2cnc3c2c(=O)n(C)c(=O)n3C)c1	0%	3%	6%	7%	-3%	0%	0%
O=C(O)Cc1sc(Nc2ccc(C(=O)O)cc2)nc1-c1ccccc1	-2%	-13%	-12%	10%	-5%	-4%	-21%
Cc1ccc(-n2c(SCc3cccc(F)c3)nc3[nH]ncc3c2=O)cc1C	u	11%	-3%	19%	-7%	2%	u
CCOC(=O)C1CCCN(c2c(C(=O)c3ccc(OCC)cc3)cnc3ccccc23)C1 (stereo not drawn)	0%	u	15%	-8%	1%	-1%	u
COCCn1c(C)cc(O)c(C(c2ccccc2Cl)N2CCCCC2)c1=O (stereo not drawn)	0%	-7%	u	8%	2%	-2%	4%
COCCCNc1oc(/C=C/c2cc(OC)c(OC)c(OC)c2)nc1C#N	-1%	u	-13%	2%	1%	0%	-13%

Six entries already listed, sorted by SMILES length, highest first:
SMILES	B2AR arrestin ag	p53null 39C kill	NTMT1 inh	p53null 32C tox	PTAP-TSG101 blk	GALK inhibitor	FH mod
Cc1ccc(C)c(NC(=O)Cn2c(=O)n(CC(=O)NCCc3ccccc3)c(=O)c3ccccc32)c1	0%	-12%	-5%	-5%	0%	-6%	-5%
COc1cccc(NC(=O)CSc2nc(=O)n(Cc3cccnc3)c3c2CCC3)c1	-2%	25%	7%	-7%	0%	-2%	-4%
COc1ccc2nc(NC(=O)c3cc(=O)c4cc(C)c(C)cc4o3)sc2c1	0%	-5%	0%	9%	-1%	-9%	4%
O=C(Cn1c2ncccc2c(=O)n1-c1ccccc1)NCc1ccccc1Cl	0%	-25%	-4%	-2%	2%	-1%	11%
COc1ccccc1CNC(=O)c1ccc(CS(=O)c2ccccc2Cl)o1 (stereo not drawn)	0%	-22%	-8%	-13%	-4%	-9%	-11%
Cc1ccc(NC(=O)CCNS(=O)(=O)c2ccc(Br)s2)cc1	-2%	-7%	0%	-1%	1%	6%	-21%

Later entries
SMILES	B2AR arrestin ag	p53null 39C kill	NTMT1 inh	p53null 32C tox	PTAP-TSG101 blk	GALK inhibitor	FH mod
Cc1ccc(S(=O)(=O)n2nc(-c3ccccc3)nc2NCc2ccc(Cl)cc2)cc1	0%	-23%	-5%	-3%	-5%	5%	-15%
Cc1ccc2c(c1)-c1ncc(C(=O)c3cc(Br)ccc3O)cc1CO2	-2%	x	1%	x	2%	0%	-13%
O=C(c1ccc(F)cc1)n1nc(-c2cccnc2)nc1NCc1ccc(F)cc1	0%	21%	-10%	15%	0%	9%	-16%
COc1ccc(S(=O)(=O)N2CCN(c3ccccc3OC)CC2)cc1	0%	29%	-6%	0%	1%	3%	3%
COc1ccc(-c2cc(C(=O)Oc3ccc(C)c(C)c3)c3ccccc3n2)cc1	0%	2%	4%	-17%	3%	29%	3%
Cc1ccc(CN2CCSc3ccc(C(=O)NCc4ccc(OC(C)C)cc4)cc32)cc1	0%	2%	u	7%	0%	2%	-6%
Clc1cccc(-n2ncc3c(N4CCC(Cc5ccccc5)CC4)ncnc32)c1	4%	-4%	6%	4%	1%	-3%	-3%
COc1ccc(NC(=O)CC2NCCNC2=O)c(OC)c1 (stereo not drawn)	1%	x	3%	x	0%	7%	7%
COc1ccc(-n2ncc3c(N4CCN(c5cccc(C)c5)C(C)C4)ncnc32)cc1 (stereo not drawn)	-3%	u	-2%	5%	3%	5%	-26%
Cc1sc(NC(=O)C2c3ccccc3Oc3ccccc32)c(C(=O)OC(C)C)c1C	0%	-17%	9%	-6%	-2%	0%	-5%
O=C(NC1CC(=O)N(c2ccccc2)C1)c1cc2ccccc2o1 (stereo not drawn)	-4%	-11%	-18%	-6%	1%	-5%	3%
Cc1ccc(C)c(NC(=O)n2ncc3cc(Cl)ccc32)c1	0%	-5%	-11%	-12%	-3%	-2%	-13%
O=C(Oc1ccccc1F)c1nc(SCc2ccccc2F)ncc1Cl	1%	-7%	13%	-2%	-5%	3%	-19%
CCOC(=O)c1c(S(=O)(=O)N2CCCC(C(=O)NCc3ccccc3Cl)C2)c(C)n(C)c1C (stereo not drawn)	-4%	31%[activator]	10%	3%	-3%	1%	-9%
COC1(C(F)(F)F)NC(=O)N(c2ccc(F)cc2)C1=O (stereo not drawn)	0%	x	-14%	x	-1%	0%	4%
CCOCCCNC(=O)c1cc2c(-c3ccc(OC)c(OC)c3)nn(C)c2s1	0%	-16%	u	-6%	-4%	0%	-23%
Cc1ccc(-c2cc(-c3coc4ccccc4c3=O)c3c(n2)-c2cc(Cl)ccc2OC3)cc1	-1%	x	9%	x	-3%	17%	18%
CCC(=O)Oc1cc(C(C)(C)C)cc2cc(-c3nc(-c4ccc(OC)cc4OC)no3)c(=O)oc12	1%	-14%	-2%	-13%	1%	1%	-18%
COc1ccccc1N1CCN(C(=O)c2nc(-c3ccc(C)cc3)n3c2CCCCC3)CC1	0%	u	0%	4%	-1%	1%	1%
CSc1nc(NCCOC(C)=O)c(C#N)c(-c2ccc(C(C)(C)C)cc2)n1	-3%	28%	15%	48%[activator]	-1%	1%	-27%
CCn1cc(S(=O)(=O)c2ccccc2)c(=O)c2cc(F)c(N3CCCC3)cc21	u	-5%	u	-1%	-1%	4%	2%
COc1cccc(CNC(=O)C(NS(=O)(=O)c2ccc3nc(C)sc3c2)C(C)C)c1 (stereo not drawn)	0%	-5%	-1%	-7%	0%	9%	-1%
Cc1ccc(OCc2nc(-c3ccc(C(=O)N4CCN(c5ccc(Cl)cc5)CC4)cc3)oc2C)cc1	1%	-7%	20%	-12%	-7%	-6%	-12%
Cc1ccc(OCC(=O)Nc2cc(-c3nc4ccccc4[nH]3)ccc2C)c(C)c1	1%	-4%	u	0%	1%	-3%	7%
Cc1cccc(C)c1NC(=O)CCCN1C(=O)CCn2nc(-c3cn(C)c4ccccc34)cc21	1%	-1%	-3%	1%	-1%	-5%	-20%
CCCNC(=O)c1ccc(Cn2c(=O)c3cccn3c3cccnc32)cc1	0%	1%	u	-13%	-6%	-8%	0%
CCOc1ccccc1NC(=O)Cn1c(=O)n(Cc2ccccc2)c(=O)c2c(C)c(C(=O)N(C)C)sc21	0%	11%	15%	7%	-5%	0%	u
COc1cccc(CN2CCc3nc(N4CCN(C)CC4)ncc3C2)c1	1%	8%	9%	-7%	-7%	-2%	15%

Rewritten with bars between the fields: part of the list above
SMILES | B2AR arrestin ag | p53null 39C kill | NTMT1 inh | p53null 32C tox | PTAP-TSG101 blk | GALK inhibitor | FH mod
COc1cccc(CNC(=O)C(NS(=O)(=O)c2ccc3nc(C)sc3c2)C(C)C)c1 (stereo not drawn) | 0% | -5% | -1% | -7% | 0% | 9% | -1%
CCOCCCNC(=O)c1cc2c(-c3ccc(OC)c(OC)c3)nn(C)c2s1 | 0% | -16% | u | -6% | -4% | 0% | -23%
Cc1ccc(OCc2nc(-c3ccc(C(=O)N4CCN(c5ccc(Cl)cc5)CC4)cc3)oc2C)cc1 | 1% | -7% | 20% | -12% | -7% | -6% | -12%
